# ST2 IL33 inh = IL1RL1 inhibition | actives 2.3% (n = 78,000) | AlphaLISA ST2-Fc/biotin-IL-33 interaction, 1 h | Q01638 | inhibition, % for hits at 17 µM; in the data active means inhibition above about 30%; inconclusive means mostly about 10% to 28%
# Target sequence (Q01638 whole entry, looked up): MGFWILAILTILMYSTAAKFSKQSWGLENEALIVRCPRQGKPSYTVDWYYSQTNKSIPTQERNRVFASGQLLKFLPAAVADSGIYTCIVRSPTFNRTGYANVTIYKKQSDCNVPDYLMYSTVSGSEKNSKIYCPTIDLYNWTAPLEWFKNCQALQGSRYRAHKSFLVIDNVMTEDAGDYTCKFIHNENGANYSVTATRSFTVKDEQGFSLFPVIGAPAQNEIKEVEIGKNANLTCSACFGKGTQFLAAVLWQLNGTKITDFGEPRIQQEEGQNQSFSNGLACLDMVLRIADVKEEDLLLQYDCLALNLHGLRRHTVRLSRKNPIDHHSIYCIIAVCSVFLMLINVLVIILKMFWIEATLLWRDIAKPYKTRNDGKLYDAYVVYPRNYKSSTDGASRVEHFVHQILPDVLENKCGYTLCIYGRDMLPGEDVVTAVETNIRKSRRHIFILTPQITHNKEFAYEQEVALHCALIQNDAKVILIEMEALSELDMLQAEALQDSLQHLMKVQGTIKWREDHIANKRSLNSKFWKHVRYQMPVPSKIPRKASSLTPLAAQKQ
# * hit, by the source's call; i = inactive; ? = inconclusive; ! = repeats disagree.
Compound	ST2 IL33 inh
CCOC(=O)Cn1c(=O)n(-c2ccc(C)c(C)c2)c2nc(-c3c(C)cc(C)cc3C)nc(C(N)=O)c21	i
COCC(=O)Nc1c(C(=O)Nc2ccccc2F)oc2ccccc12	i
Cc1ccc(CN2CCCC(OCc3cccnc3)C2)o1 (centres undefined)	?
Cc1noc(C)c1S(=O)(=O)N1CCN(c2cccc(Cl)c2)CC1	i
COc1ccccc1-c1nnc(NC(=O)c2ccc(S(=O)(=O)N(C)Cc3ccccc3)cc2)o1	i
Cc1c(C(=O)N2CCN(c3ccccn3)CC2)sc2ncnc(N3CCCCC3C)c12 (centres undefined)	i
Cn1c(CN2CCC(n3cc(CCCO)nn3)CC2)cc2ccccc21	i
CC(C)c1ccc(N(C(=O)C(C)(C)C)C2C=CS(=O)(=O)C2)cc1 (centres undefined)	i
N#Cc1c(NC(=O)c2cc(-c3ccco3)on2)sc2c1CCCC2	i
Cc1nnc(Nc2ccc(F)cc2)[nH]c1=O	i

# Next part:
Compound	ST2 IL33 inh
COc1cccc(Nc2ncnc3sc(C)c(S(=O)(=O)N4CCC(C)CC4)c23)c1	i
O=[N+]([O-])c1ccccc1S(=O)(=O)Nc1ccccn1	i
COc1cccc(-c2nnc(NC(=O)c3ccc(S(=O)(=O)N(C)C)cc3)o2)c1	i
Cc1cc(C)c2nc(N=C(N)NC(=O)Nc3ccccc3)nc(C)c2c1	?
COc1cc(Cc2cnc(N)nc2N)cc(OC)c1OC	i
COc1cccc(-c2ccccc2NC(=O)C2CCN(Cc3ccc4nonc4c3)CC2)c1	i
CC(C)CC(=O)Nc1ccc(O)cc1C(=O)O	i
COc1ccc(C(=O)C2CCCN(C(=O)c3cc4ccccc4oc3=O)C2)cc1OC (centres undefined)	?
CCCCCSc1nnc2nc(C)cc(C)n12	i
O=C(Nc1nc(-c2ccccc2)cs1)c1c(O)c2ccccc2[nH]c1=O	?

# Next part.
Compound	ST2 IL33 inh
CCC(C)NC(=O)C1CCCN(c2nc3ccc(OC)cc3s2)C1 (centres undefined)	i
NS(=O)(=O)c1ccc(CNC(=O)C2CCCCC2)cc1	i
COc1ccc(CC(=O)N2CCC(C3(C)NC(=O)N(Cc4ccsc4)C3=O)CC2)cc1OC (centres undefined)	i
COc1ccc(-c2cnc(-n3cnnc3)c(C)c2)cc1Cl	i
COCCNC(=O)C[C@@H]1C[C@@H](C(C)C)[C@H](CNC(=O)CCC(=O)O)C=C1C	?
CN(Cc1ccccc1)C1(C(=O)NCC2CCCCO2)Cc2ccccc2C1 (centres undefined)	i
O=C(NCCN1CCOCC1)c1ccc2c(c1)N(Cc1ccc(Cl)cc1)C(=O)CS2	i
COC(=O)c1nc2n(n1)C(c1ccc(C)cc1)C1=C(CCCC1=O)N2 (centres undefined)	i
Cc1ccc(NS(=O)(=O)c2ccc(Br)cc2)cc1Cl	i
CNC(=O)c1ccc(-c2cc(NCCN(C)C)nc3[nH]ccc23)o1	i

# Next part:
Compound	ST2 IL33 inh
c1ccc2[nH]c([C@H]3CCN(CC4CCCCC4)C3)nc2c1	i
O=C(C1CCN(S(=O)(=O)c2cccs2)CC1)N1CCN(c2ccccc2F)CC1	i
O=[N+]([O-])c1ccccc1S(=O)(=O)Nc1cccc(C(F)(F)F)c1	i
CCNS(=O)(=O)c1cccc2c1C(=O)c1ccccc1C2=O	?
CC(O)CSc1nc2c(c(=O)[nH]c(=O)n2C)n1Cc1ccc(Cl)cc1 (centres undefined)	i
Cc1cc2c(F)ccc(C)c2nc1N1CCC(O)(C(=O)O)CC1	?
Cc1cc(C)nc(NS(=O)(=O)c2ccc(NC(=O)c3ccc(Br)cc3)cc2)n1	i
c1ccc(CCCOc2ccccc2-n2cnnc2)cc1	?
O=C1OC(c2ccc3c(c2)OCO3)=N/C1=C\c1ccccc1Cl	i
CC(C)=CC(=O)N1CC[C@H](NC(=O)NC2CCCCC2)[C@H]1C(=O)N[C@H](Cc1c[nH]c2ccccc12)C(N)=O	i

# The closing 2 entries of the part before are carried over, then new ones follow:
Compound	ST2 IL33 inh
O=C1OC(c2ccc3c(c2)OCO3)=N/C1=C\c1ccccc1Cl	i
CC(C)=CC(=O)N1CC[C@H](NC(=O)NC2CCCCC2)[C@H]1C(=O)N[C@H](Cc1c[nH]c2ccccc12)C(N)=O	i
O=C(NC[C@H]1O[C@@H](CO)[C@@H](O)[C@H]1N1CCc2ccccc2C1)Nc1ccc(F)cc1F	i
CSc1nc2c(c(=O)[nH]1)C(c1cccs1)C1=C(CCCC1=O)N2 (centres undefined)	i
O=C(NC1CCCCCC1)C1c2ccccc2C(=O)N2CCc3ccccc3C12 (centres undefined)	i
Cc1cc(N2CCCC2)nc(N2CCN(S(=O)(=O)c3cccc(Cl)c3)CC2)n1	?
Cc1ccc(C2NC(=O)c3c(sc4c3CCCC4)N2)cc1 (centres undefined)	i
CCOc1ccc(S(=O)(=O)N2CCN(c3ccccc3OCC)CC2)cc1	i
CCN=C1SC(CC(=O)Nc2ccccc2Cl)C(=O)N1CC (centres undefined)	?
COc1ccc(N2CCN(C(=O)CCS(=O)(=O)c3ccc(Br)s3)CC2)cc1	i
CC1=NOC(C(=O)N2CCC(c3nn(C)c(=O)n3-c3ccccc3)CC2)C1 (centres undefined)	i
CCOC(=O)c1ccc(NC(=O)c2cc3c(=O)n4ccccc4nc3n2C)cc1	?

# Next compounds follow:
Compound	ST2 IL33 inh
O=C1c2ccc(Oc3ccc4c(c3)C(=O)N(c3nccs3)C4=O)cc2C(=O)N1c1nccs1	i
COCCNC(=O)C1c2cc(OC)c(OC)cc2C(=O)N(C)C1c1cccs1 (centres undefined)	i
O=C(O)CCCC(=O)Nc1nccs1	i
CCOC(=O)Cn1cnc2c(cnn2-c2ccc(Cl)cc2)c1=O	?
Cc1cnc(CNC(=O)CCSc2ccc3c(c2)OCCO3)cn1	i
COc1ccc(OC)c(NC(=O)C2c3ccccc3C(=O)N3CCc4ccccc4C23)c1 (centres undefined)	i
O=C(O)C1CN(c2ncccn2)CCN1C(=O)c1nccc2ccccc12 (centres undefined)	?
CC(C)c1nc(CN(C)C(=O)CN(C)C2CCS(=O)(=O)C2)cs1 (centres undefined)	i
O=C(COC(=O)c1cccs1)c1ccc2c(c1)OCCO2	?
Cc1noc2ncnc(N3CCC(N4CCCC(C(=O)N5CCCC5)C4)CC3)c12 (centres undefined)	i

# Remaining list, next part.
Compound	ST2 IL33 inh
O=C(COc1ccc(Br)cc1)Nc1cc(Cl)ccc1Cl	i
CS(=O)(=O)NCc1nc2cccnc2n1Cc1ccccc1	i
COc1nc(Nc2ccc(C)cc2)nc(OC)n1	i
Cc1nccn1CCCn1ccnc1-c1cc(F)cc(Cl)c1	?
Cc1ccc(-c2ncccc2O)cc1	i
CCCCN(Cc1ccccc1)C(=O)c1cnc2n(c1=O)CCS2	i
Cc1nn(C)c(Cl)c1S(=O)(=O)N1CCC2(CCNCC2)C1	i
CCN(CC)C1CCN(C(=O)CN2Cc3cc(Cl)ccc3OC(C)C2)C1 (centres undefined)	i
C=CCSc1nnc2c(n1)OC(c1ccncc1)Nc1ccccc1-2 (centres undefined)	i
CC(C)C(NS(=O)(=O)c1cccs1)C(=O)Nc1ccc(C(F)(F)F)cc1 (centres undefined)	i

# Continued:
Compound	ST2 IL33 inh
Cc1cc(C)n(C(=O)c2ccc(S(=O)(=O)N3CCOCC3)cc2)n1	i
O=C(Nc1ccc(N=Cc2c(O)cccc2Cl)cc1)c1ccc(F)cc1	?
CC1=C(C(=O)Nc2ccccc2)C(c2sccc2C)n2nnnc2N1 (centres undefined)	i
COc1ccc(CCCC(=O)N2CCCC3(CN(C)C(=O)O3)C2)cc1 (centres undefined)	?
Cc1nc(C(C)C)sc1C(=O)N1CCC2(CC1)c1ccccc1[C@@H](N)[C@@H]2O	?
COc1ccc(Nc2nc3ccc(F)cc3s2)cc1	i
COc1ccc(C(Nc2ccccn2)c2oc(CO)cc(=O)c2O)cc1 (centres undefined)	i
CC1(C)CC2CC(C)(CN2C(=O)CCCN2C(=O)c3ccccc3C2=O)C1 (centres undefined)	i
CCc1ccc(CN(CC)Cc2ccc(OC)c(O)c2)cc1	?
COc1ccc(-n2nc(C(=O)N3CCCCC3C)c3c4ccccc4n(C)c3c2=O)cc1Cl (centres undefined)	97.0%*

# Further records:
Compound	ST2 IL33 inh
O=C(NC1CC1)c1ccnc(-c2cccc3c2CCNC3)c1	i
CCNC(=O)c1cccc(-n2ccc(-c3cccnc3)n2)c1	i
CC(=O)c1cccc(Nc2ncnc3c2cnn3-c2ccc(C)cc2C)c1	i
CCN(CC)C(=O)c1ccc(OC)c(OC)c1	i
CN(C)c1ccc(C2C3=C(CCCC3=O)Nc3nc(SCc4ccccc4)[nH]c(=O)c32)cc1 (centres undefined)	i
CN1CCC(N2C[C@H](O)C[C@H]2c2nc(-c3ccc(F)cc3)no2)CC1	i
CN(c1ccc(Br)cc1)S(=O)(=O)c1cccc2nsnc12	i
COc1ccc(S(=O)(=O)N[C@H]2C[C@@H](c3nc(Cc4ccccc4)no3)N(C)C2)cc1	?
COc1cc(C(=O)N2CC[C@@H](c3sccc3C)[C@H](O)C2)nc(OC)n1	i
COc1cc(/C=C/CO)cc(OC)c1O[C@@H]1O[C@H](CO[C@@H]2O[C@H](CO)[C@@H](O)[C@H](O)[C@H]2O)[C@@H](O)[C@H](O)[C@H]1O	i

# Sorted by formula weight (low to high): some entries from above
Compound	ST2 IL33 inh
NS(=O)(=O)c1ccc(CNC(=O)C2CCCCC2)cc1	i
CC(C)c1ccc(N(C(=O)C(C)(C)C)C2C=CS(=O)(=O)C2)cc1 (centres undefined)	i
O=[N+]([O-])c1ccccc1S(=O)(=O)Nc1cccc(C(F)(F)F)c1	i
O=C(C1CCN(S(=O)(=O)c2cccs2)CC1)N1CCN(c2ccccc2F)CC1	i

# Further records follow.
Compound	ST2 IL33 inh
CCOC(=O)Cc1nnc(Nc2cc(C)ccc2C)c2ccccc12	i
CN(Cc1cc(C(C)(C)C)n[nH]1)C(=O)c1cn2c3c(cccc3c1=O)CC2	i
COC(=O)CNc1c(-c2ccccc2)nc2cnccn12	i
CC(C)NC(=O)N1Cc2[nH]cnc2C[C@H]1c1nc(-c2ccc3c(c2)OCO3)no1	i
COC(=O)C1C(=O)NC(SC)=C(C#N)C1c1ccc(C)cc1 (centres undefined)	i
COc1ccc(CCNS(=O)(=O)c2ccc(F)cc2)cc1	i
O=C(O)c1ccc(Sc2ccccn2)c([N+](=O)[O-])c1	i
Cc1ccc(-n2c(=O)c3sccc3n(Cc3cc(=O)n4cc(Cl)ccc4n3)c2=O)cc1	i
O=C(NCCO)C(=O)NC1CCCCC1	?
O=C(O)CCC(=O)Nc1sc2c(c1C(=O)Nc1ccccc1)CCCCC2	i

# The list continues:
Compound	ST2 IL33 inh
Cc1ccc(CCNc2ccccc2C)cn1	i
COc1ccc(-c2c(C)oc3cc(O)cc(O)c3c2=O)cc1	?
Cc1nc(CN2CC(OCc3ccncc3)CN(C(=O)c3sc(C)nc3C)CC2=O)cs1 (centres undefined)	i
C[C@H]1O[C@@H](n2cc(F)c(=O)[nH]c2=O)[C@H](O)[C@@H]1O	?
COc1ccc(/C=C2\N=C(c3ccc(-c4ccccc4)cc3)OC2=O)cc1	i
Clc1ccccc1Nc1ncnc2ccc(Br)cc12	i
O=C(Nc1ccc(F)cc1F)c1nn(-c2ccc(Cl)cc2)c(=O)c2ccccc12	i
COC(=O)C1=C(C)NC2=C(C(=O)CC(c3ccccc3Cl)C2)C1c1ccccc1OC (centres undefined)	i
CN(C)c1ccc(C(=O)N2CCN(C(=O)C3CCCCC3)[C@H](C(=O)N[C@H](Cc3c[nH]c4ccccc34)C(N)=O)C2)cc1	i
COc1ccc(C2=NN(CN3C(=O)C(=O)c4ccccc43)C(c3ccc(C)cc3)C2)cc1 (centres undefined)	43.0%*

# Other records.
Compound	ST2 IL33 inh
CC(=O)Nc1ccc2nc(-c3ccc(Cl)cc3Cl)[nH]c2c1	i
O=C(CCc1ccccc1)OCCN1CCOCC1	i
COCC(C)NCc1ccccc1CN1CCCC1=O (centres undefined)	?
Cc1cc(C)c(S(=O)(=O)N2CCCCC2)cc1S(=O)(=O)N1CCCCC1	i
Cc1cc(Br)ccc1NC(=O)C1(S(=O)(=O)c2ccc(Cl)cc2)CC1	i
CCc1nc(CN2CCCC(CNC(=O)NC(C)(C)C)C2)c(C)[nH]1 (centres undefined)	?
Cc1c(O)cc(C(=O)N2CCCC(c3[nH]ncc3-c3ccccc3)C2)cc1O (centres undefined)	i
Cc1ccc(-c2nc3ncccc3o2)cc1NC(=O)Cc1ccc(Cl)cc1	i
COc1ccccc1OCCSc1nc(C)cc(C)n1	i
Cc1cccc(/C=C/C(=O)Nc2ncc(Cc3ccc(F)cc3)s2)c1	?

# Next part.
Compound	ST2 IL33 inh
CCCCc1cn(C2CCN(C(=O)C3CC(=O)N(C(C)(C)C)C3)CC2)nn1 (centres undefined)	?
O=C1NN(c2cccc(Br)c2)C(=O)/C1=C\c1ccc2c(c1)OCO2	i
O=C(Nc1ccc(F)cc1)N1C[C@@H]2C[C@H](C1)c1c(NS(=O)(=O)c3ccccc3)ccc(=O)n1C2	i
CCN(CC)S(=O)(=O)c1cccc(C(=O)Nc2ccc(OC)cc2)c1	?
N#Cc1cc2[nH]c3ccccc3c2n(-c2ccc([N+](=O)[O-])cc2)c1=N	34.0%*!
Cc1ccc(-c2nsc(SCC(=O)Nc3ccc4c(c3)OCCO4)n2)cc1	i
Cn1c(=O)c2c(nc(Sc3nc4ccccc4n3CC(=O)N3CCOCC3)n2C)n(C)c1=O	i
CCOc1ccc(NC(=O)c2ccccc2F)cc1	i
CCOC(=O)c1sc2nc3n(c(=O)c2c1C)N=C(c1ccccc1)CS3	i
Cn1c(=O)[nH]c(=O)c2c1nc(CN1CCN(c3ccccc3F)CC1)n2CCc1ccccc1	i
CSc1ccc(CNC(=O)C2Cc3ccccc3CN2S(C)(=O)=O)cc1 (centres undefined)	?
CCc1ccc(NC(=O)CSC2=Nc3ccccc3C3=NC(C(C)C)C(=O)N23)cc1 (centres undefined)	?
NS(=O)(=O)c1ccc(NC(=O)CCC2CCCC2)cc1	i

# Compound activity deposited in PubChem by IUPUI and University of Michigan.

# Some of the compounds tested. The share of hits here may be higher or lower than overall.
